Source: PubChem (several laboratories)
HTR5A ag ctr = HTR5A agonists in luminescence cell assay, primary screen, counter-screen for OPRM1-OPRD1 heterodimer agonist project, full-deck HTS | 5-hydroxytryptamine receptor 5A (Homo sapiens), P47898 | cell-based | activation, % at 9.3 µM | 340,000 tested, 0.61% active | AID 504692, 2011; in the data active = activation mostly above about 9.5%, no sharp cut-off; inactive = mostly below about 7.6%;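 note: 0% = cells with vehicle only and 100% = reference agonist; strong numbers were not always called active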
Target sequence (P47898 whole entry, looked up): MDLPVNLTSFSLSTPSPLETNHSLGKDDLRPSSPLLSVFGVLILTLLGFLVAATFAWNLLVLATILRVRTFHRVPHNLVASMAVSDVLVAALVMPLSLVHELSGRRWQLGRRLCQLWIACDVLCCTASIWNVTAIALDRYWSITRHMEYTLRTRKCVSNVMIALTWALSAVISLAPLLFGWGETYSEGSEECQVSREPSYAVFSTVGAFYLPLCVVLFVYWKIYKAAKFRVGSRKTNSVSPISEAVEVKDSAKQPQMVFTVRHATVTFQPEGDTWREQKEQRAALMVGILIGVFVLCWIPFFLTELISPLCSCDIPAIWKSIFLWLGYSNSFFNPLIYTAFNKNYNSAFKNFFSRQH
Ecoli viability = E. coli V3065 growth inhibition, primary screen, counter-screen for AddAB inhibitor project, absorbance, OD600. 18 h. inhibition, % at 11.9 µM. 330,000 tested, 0.27% active;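 active = inhibition above the campaign's mean inhibition across all tested compounds plus 3 SD, cut at about 9.9% in these data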;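 note: uninfected addAB+ strain grown without phage in ampicillin broth; 0% = DMSO wells and 100% = ciprofloxacin 0.95 µg/ml wells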
OPRM1-OPRD1 inv = inverse agonists of MOR-DOR heterodimerization, primary screen, cell-based, luminescence. Mu-type opioid receptor (Homo sapiens) + Delta-type opioid receptor (Homo sapiens), …. cell-based MOR-DOR heterodimer luminescence, inverse agonism. inhibition, % at 9.3 µM. 340,000 tested, 0.21% active. AID 504357, 2011; in the data active = inhibition above about 22%, passing the limit was not always enough;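 note: 0% = cells with DMSO and 100% = wells without cells with DMSO; values of inactives mirror those of a sister screen read the other way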
DSG3 Ab inh = inhibitors of pemphigus antibody binding to DSG3, primary screen, biochemical, bead-based, flow cytometry, scFv-GFP | DSG3-coupled beads, scFv-anti-DSG3-GFP binding; stronger effect = lower value | 310,000 tested, 0.48% active | binding (percent of control), % at 10 µM;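 active = binding more than 3 SD below its plate's average and above zero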;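 note: hits lower antibody fragment binding to DSG3; some compounds called inactive have numbers as strong as hits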
phage Ecoli inh = growth loss of phage-infected E. coli, primary screen, RecBCD inhibitor project, absorbance, with phage, HTS | inhibition, % at 11.9 µM | 360,000 tested, 0.26% active; in the data active = inhibition above about 11%
SUMO Mot1 rescue = yeast Mot1-301 growth rescue at high temperature, primary screen, SUMOylation pathway inhibitor project, S. cerevisiae, ATP luminescence, 38.5C | 320,000 tested, 1% active | S. cerevisiae Mot1-301 growth rescue; percent above DMSO median, 100 means doubled | growth rescue, % at 18.8 µM;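 active = every valid replicate shows activation above 250% relative to neutral control wells; inactive = the rest, any valid replicate at or below 250%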;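 note: OY570 slx delta 5 strain wells were the positive control but not used for scaling; some compounds called inactive have numbers as strong as hits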
PKA-R1A act = activators of PKA-R1A holoenzyme, primary screen, biochemical, fluorescence polarization, Cy5-IP20, bovine R1A, mouse PKAc. 340,000 tested, 0.083% active. PKA-R1A dissociation; scaled: DMSO 0%, 113 µM cGMP 100%. cAMP-dependent protein kinase type I-alpha regulatory subunit (Bos taurus) + …. AID 504707, 2011. activation, % at 11.4 µM;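 active = percent activation above the mean of all tested compounds plus 3 SD, cut at about 19% in these data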;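 note: higher means more PKAc released from R1A so a rise in polarization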
MOR-DOR ag = agonists of OPRM1-OPRD1 heterodimerization, primary screen, cell-based, luminescence | activation, % at 9.3 µM | 340,000 tested, 0.3% active | AID 504326, 2011 | cells; in the data active = activation above about 18%;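 note: 0% = vehicle-treated cells and 100% = reference agonist; values of inactives mirror those of a sister screen read the other way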
AddAB inh = growth inhibition of E. coli expressing H. pylori AddAB, primary screen, AddAB inhibitor project, absorbance; 330,000 tested, 0.29% active; inhibition, % at 11.9 µM; in the data active = inhibition above about 12%;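 note: 0% = vehicle wells of infected cells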
PfHsp90 yeast 2 = growth inhibition of PfHsp90-expressing yeast, primary screen, antimalarial PfHsp90 inhibitor project, S. cerevisiae, BacTiter-Glo luminescence, single point, set 2; 310,000 tested, 0.32% active; AID 504621, 2011; inhibition, % at 9.4 µM; BacTiter-Glo ATP, 48 h; yeast lacking PDR1 and PDR3 efflux regulators;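 active = every replicate shows inhibition above about 80%, whatever the replicate mean, limit read from the data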;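 note: 0% = DMSO neutral controls and 100% = 20 µM radicicol positive controls; yeast relying on Plasmodium falciparum Hsp90 in place of its own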
HTR5A inv ctr = HTR5A inverse agonists in luminescence cell assay, primary screen, counter-screen for OPRM1-OPRD1 heterodimer inverse agonist project, full-deck HTS. 340,000 tested, 0.083% active. HTR5A cell line, inverse agonism. 5-hydroxytryptamine receptor 5A (Homo sapiens), P47898. inhibition, % at 9.3 µM; in the data active = inhibition mostly above about 23%, no sharp cut-off; inactive = mostly below about 18%;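 note: 0% = cells with DMSO and 100% = no-cell wells with DMSO; some compounds called inactive have numbers as strong as hits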
Active calls of the source: *; i = inactive; · = not tested or not shown; & = joins results of further samples; ! = not active in a repeat.

SMILES | HTR5A ag ctr | Ecoli viability | OPRM1-OPRD1 inv | DSG3 Ab inh | phage Ecoli inh | SUMO Mot1 rescue | PKA-R1A act | MOR-DOR ag | AddAB inh | PfHsp90 yeast 2 | HTR5A inv ctr
CC(=O)c1cn(Cc2ccccc2C#N)c2ccccc12 | -0.5 | -2.4 | -8.6 | 124.2 | 2.0 | 385.4 | -0.4 | 1.6 | -1.4 | · | -13.8
Cc1ccccc1-n1c(O)c(/C=N/c2nccs2)c(=O)[nH]c1=O | 0.7&4.5 | 0.3&-2.4 | 15.0&4.5 | 103.0&91.1 | 1.8&6.8 | -1.6&10.8 | -3.4&-8.2 | -3.1&-0.6 | 0.9&1.1 | -13.6&4.5 | -7.9&-12.3
O=c1[nH]c(=O)n(CCC2=CCCCC2)c(O)c1C=Nc1cccc(F)c1 | -5.3 | -2.4 | 8.0 | 100.7 | 1.2 | -7.4 | -8.9 | -1.6 | -3.8 | -22.4 | -0.6
CCCCSP1(=S)NCCCO1 (centres undefined) | -0.4 | 0.2 | -5.8 | 106.9 | 1.1 | 18.4 | 5.7 | 1.0 | 0.2 | -2.1 | 5.9
CN1C(=O)NC(=O)/C(=C/c2ccc([N+](=O)[O-])s2)C1=O | 4.2 | 2.6 | -33.3 | 95.8 | -2.6 | 103.8 | 10.0 | 6.5 | 3.0 | 45.9 | -2.3
CC(C)c1cccc(C(C)C)c1OCCn1ccnc1 | 0.8 | -0.3 | -4.4 | 99.8 | 3.9 | 3.0 | -10.6 | 0.7 | -0.4 | -20.2 | -1.4
COC(=O)C1=C(c2cc3ccccc3o2)C[C@@H]2CC[C@H]1N2C(=O)N1CCC(O)CC1 | -2.7 | 1.4 | 9.9 | 102.3 | -0.8 | -27.0 | 2.2 | -1.8 | 2.9 | 0.9 | -5.9
COC(=O)C1=C(c2ccc(OC(F)(F)F)cc2)C[C@@H]2CC[C@H]1N2C(=O)NC1CC1 | 0.2 | 1.8 | 5.2 | 94.1 | 2.1 | 15.6 | -5.8 | -1.1 | -0.4 | -6.8 | 20.8
O=C(N/N=C/c1c(O)n(CCc2ccc(F)cc2)c(=O)[nH]c1=O)c1ccccc1 | · | -1.6 | · | 104.5 | 0.7 | 10.5 | · | · | -1.8 | · | ·
COC(=O)C1=C(c2ccc(OC)c(OC)c2)C[C@@H]2CC[C@H]1N2C(=O)NCCCOC(C)C | 0.5 | -0.7 | 14.7 | 99.5 | 2.9 | 3.3 | -12.1 | -2.6 | 0.1 | -3.1 | -5.9
O=C(C(=O)N1CCOCC1)c1cn(Cc2ccc(F)cc2)c2ccccc12 | 1.5 | 1.3 | 16.3 | 92.4 | -2.3 | -6.9 | -6.0 | -3.3 | -0.2 | -4.9 | -4.4
Cc1csc(NC(=O)C(Cl)c2ccccc2)n1 (centres undefined) (tested in a mixture with another compound) | · | -1.5 | · | 97.8 | 3.9 | 22.9 | · | · | 5.2 | · | ·
O=c1[nH]c(=O)n(-c2ccccc2)c(O)c1N=Nc1ccc(Br)cc1 | -2.4 | 2.0 | 12.5 | 103.8 | 0.8 | -3.4 | -10.2 | -2.4 | 2.3 | · | 25.6
COc1ccc(C(CNC(=O)c2ccc3c(c2)CCC3)N(C)C)cc1 (centres undefined) | 2.4 | -1.7 | i | 97.8 | 1.9 | -21.2 | -8.6 | 399.7* | 2.7 | 6.8 | -6.9
Cc1ccc(OCC(=O)N2CCN(CC3CC4C=CC3C4)CC2)cc1 (centres undefined) | -1.0 | 0.0 | 3.2 | 100.7 | 1.5 | 39.3 | -0.7 | -0.5 | 2.2 | -6.8 | 3.9
O=C(CCn1nc(-c2ccc(Cl)cc2)ccc1=O)N1CCC2(CC1)OCCO2 | 0.9 | -1.4 | 12.3 | 95.5 | 0.5 | · | -4.7 | -2.5 | 1.1 | -9.2 | -2.6
Cc1ccc(C2CC(=O)C(C=NCCN3CCN(C(=O)Cc4ccccc4)CC3)=C(O)C2)cc1 (centres undefined) | -4.8 | -0.6 | 12.2 | 97.2 | 1.7 | -6.1 | 7.8 | -2.2 | 0.2 | · | -8.6
Cc1ccc(-c2cc(-c3ccc(C)cc3)[n+](-c3ccc(C(=O)O)cc3)c(-c3ccc(C)cc3)c2)cc1 | 2.5 | 1.0 | 14.9 | 105.6 | 0.0 | 16.2 | -2.5 | -2.6 | 2.8 | -5.1 | -7.4
Cc1c(N=Cc2c(O)n(Cc3ccco3)c(=O)[nH]c2=O)c(=O)n(-c2ccccc2)n1C | -0.5 | 1.5 | 17.1 | 105.8 | 4.2 | -6.9 | -0.4 | -3.0 | -2.7 | 13.7 | 23.6
CC(=O)N(C1=NCCCS1)c1ccc(Cl)cc1 | 2.2 | 0.5 | 10.0 | 108.0 | 5.6 | 253.4 | -4.2 | -2.0 | -0.9 | -9.8 | 4.8

Looked up above:
`CC(=O)c1cn(Cc2ccccc2C#N)c2ccccc12` in HTR5A ag ctr: -0.5
`COC(=O)C1=C(c2ccc(OC)c(OC)c2)C[C@@H]2CC[C@H]1N2C(=O)NCCCOC(C)C` in HTR5A ag ctr: 0.5

Additional entries follow.
SMILES | HTR5A ag ctr | Ecoli viability | OPRM1-OPRD1 inv | DSG3 Ab inh | phage Ecoli inh | SUMO Mot1 rescue | PKA-R1A act | MOR-DOR ag | AddAB inh | PfHsp90 yeast 2 | HTR5A inv ctr
O=c1[nH]c(=S)[nH]c(O)c1N=Nc1ccc(S(=O)(=O)N2CCOCC2)cc1 | -8.3 | 2.3 | 13.8 | 51.5 | 3.1 | 0.4 | 5.5 | -2.7 | 2.6 | -23.7 | 27.0
Cc1cccc(NC(=O)C(C)N2CC=C(c3ccccc3)CC2)c1 (centres undefined) | -0.4 | -0.4 | -46.6 | 115.0 | 4.1 | · | 1.5 | 8.9 | -2.0 | 11.9 | 1.2
CCCCn1c(=O)c(C(=O)Nc2ccccc2N)c(O)c2ccccc21 | 0.0 | -4.2 | 4.1 | 110.7 | 3.3 | -0.8 | -9.6 | -0.8 | 1.8 | 12.6 | -9.5
CC(C)c1ccc(C2NCc3ccccc3-n3cccc32)cc1 (centres undefined) | 1.8 | · | -25.7 | 119.5 | 1.8 | -12.9 | -2.3 | 5.5 | · | 2.0 | -6.4
O=C(c1cn(Cc2ccccc2)c2ccccc12)N1CCCCC1 | 2.0 | -0.7 | 15.3 | 109.2 | -1.3 | -13.4 | -5.4 | -2.9 | -0.3 | -3.2 | -5.4
C[C@]12CC[C@@H](O)C[C@H]1CC[C@@H]1[C@@H]2CC[C@]2(C)C(=O)CC[C@@H]12 | 4.7 | 1.4 | 6.2 | 93.7 | 1.2 | -2.5 | -1.7 | -1.1 | 1.6 | -7.6 | -16.7
COc1cc(C)cc2oc(=O)c(CC(=O)N3C[C@H]4C[C@@H](C3)c3cccc(=O)n3C4)c(C)c12 | -1.0 | -0.7 | 4.9 | 100.9 | 2.6 | 4.2 | 0.9 | -1.0 | 2.7 | 12.2 | 18.0
CCOc1ccccc1-n1c(O)c(C=NCCCn2ccnc2)c(=O)[nH]c1=O | -0.1 | 1.7 | 21.7 | · | 2.0 | 9.3 | -16.7 | -4.4 | 1.1 | 6.4 | 0.3
CN(C)[C@@H]1C(=O)C(C(N)=O)=C(O)[C@@]2(O)C(=O)C3=C(O)c4c(O)cccc4[C@@](C)(O)[C@H]3[C@H](O)[C@@H]12 | 1.0&0.7 | -1.0&-2.2&-1.7 | -16.9&-12.2 | 44.9*! | 3.0 | -7.5&6.2&-13.0 | 2.5&-2.8 | 3.0&2.2 | 0.6&-2.1&-0.1 | 2.6&14.7 | 1.3&1.5
O=c1[nH]c(=O)n(C2CCCCC2)c(O)c1C1NCCc2ccccc21 (centres undefined) | 1.0 | 3.8 | 10.9 | 99.8 | 1.3 | -5.7 | -2.6 | -2.5 | 3.3 | 15.4 | 0.4
C=C(CC1CC(O)[C@]2(C)OC3CC4OC5C[C@]6(C)O[C@]7(C)CCC8OC9C[C@]%10(C)OC%11C(C)=CC(=O)OC%11CC%10OC9C[C@@H](C)C8OC7CC6O[C@]5(C)C/C=C\C4OC3CC2O1)C(=O)O (some centres undefined) | 1.0 | -0.8 | 4.8 | 105.8 | -1.4 | 30.4 | -7.7 | -0.8 | 0.8 | -10.4 | -2.7
c1cc(OCCN2CC2)ccn1 | -0.4 | · | 11.9 | · | 4.1 | · | 6.3 | -2.4 | · | 12.8 | 1.4
CC1CC=CCC12C(=O)NC(=S)NC2=O (centres undefined) | -0.5 | · | 5.6 | 272.1 | 2.2 | · | 0.0 | -1.1 | · | 3.2 | 1.9
O=[N+]([O-])c1cccc(CN2CCN(Cc3ccc(Br)cc3)CC2)c1 | -3.0 | -1.5 | -37.5 | 95.4 | -0.2 | 36.0 | 4.5 | 7.4 | -2.1 | 12.9 | 7.7
CC(=O)Nc1ccccc1C(=O)OCc1ccc(F)cc1 | 2.1 | 2.5 | 6.4 | 102.2 | 3.8 | 3.4 | -1.9 | -1.3 | 6.0 | -7.2 | -22.1
CCOC(C(=O)OCCC[N+](C)(CC)CC)(c1ccccc1)c1ccccc1 | 1.8 | -1.1 | 7.0 | 102.0 | 1.3 | -10.5 | -6.6 | -1.2 | -1.3 | -5.3 | -4.7
O=C(CN1CCOCC1)c1cccc2ccccc12 | -2.3 | -0.1 | 7.0 | 98.2 | -2.7 | -17.3 | -6.6 | -1.2 | 0.5 | -4.2 | -29.9
O=C(CNS(=O)(=O)c1ccc(Br)s1)N1CCC2(CC1)OCCO2 | 0.8 | 3.6 | -1.1 | 98.5 | 3.0 | -3.1 | -3.5 | 0.2 | 2.9 | 9.6 | -2.5
OC(C#CCN1CCOCC1)(c1ccccc1)C1CCCC1 (centres undefined) | -5.0 | 0.9 | 14.3 | 94.3 | 1.4 | 13.7 | -9.3 | -2.9 | 3.6 | 7.5 | 12.2
CC1CN=C(NCc2ccccc2Cl)S1 (centres undefined) | 3.0 | -0.6 | 15.5 | 103.7 | -0.4 | -3.0 | -5.0 | -3.3 | -2.6 | -1.8 | -10.9
COc1ccc(OC)c(C(O)C(C)N)c1 (centres undefined) | -5.4 | 2.1 | 9.2 | 95.6 | 4.1 | 204.2 | 2.6 | -1.7 | 0.8 | 16.5 | 19.4

These rows are one share of the data. The share of hits here may be higher or lower than overall.
